Screening results deposited in PubChem by National Center for Advancing Translational Sciences (NCATS).
L3MBTL1 block: blocks human L3MBTL1; Q9Y468; AlphaScreen L3MBTL1–H3K9me1 peptide binding; Potency, µM (highest dose often 57.1 µM), for the others: top-dose activity, negative = inhibition, actives largely listed as inhibitors; 230,000 compounds, 0.66% hits; further: nearly all actives have a fitted effect of over 60% in size
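AlphaScreen proximity signal between nickel-chelate acceptor and streptavidin donor beads (final 10 ug/mL) reports binding of 50 nM L3MBTL1 to 75 nM biotin-H3 K9me1 peptide; complex incubated with compounds 30 min at room temperature; cefsulodin titration as control.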
KDM4E inh: blocks human JMJD2E demethylase activity. B2RXH2. JMJD2E catalytic domain, FDH-coupled NADH fluorescence (FDH is formaldehyde dehydrogenase). Potency, µM (highest dose often 57.1 µM), for inactives: at the highest dose activity change, negative = inhibition, hits mostly inhibitors. 230,000 compounds, 1.6% hits; active means well fitted inhibition curve with a large enough effect, not every such curve was filed as active; inconclusive means small, poorly fitted or top-dose-only effect, or another doubt; inactive means no such curve, though single readings can be large or run the other way;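 further: 0% = wells with enzyme and -100% = buffer wells without enzyme; nearly all actives have a fitted effect of over 50% in size; many of its hits are not listed in these tables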
Target sequence (B2RXH2 1-337 limits assumed): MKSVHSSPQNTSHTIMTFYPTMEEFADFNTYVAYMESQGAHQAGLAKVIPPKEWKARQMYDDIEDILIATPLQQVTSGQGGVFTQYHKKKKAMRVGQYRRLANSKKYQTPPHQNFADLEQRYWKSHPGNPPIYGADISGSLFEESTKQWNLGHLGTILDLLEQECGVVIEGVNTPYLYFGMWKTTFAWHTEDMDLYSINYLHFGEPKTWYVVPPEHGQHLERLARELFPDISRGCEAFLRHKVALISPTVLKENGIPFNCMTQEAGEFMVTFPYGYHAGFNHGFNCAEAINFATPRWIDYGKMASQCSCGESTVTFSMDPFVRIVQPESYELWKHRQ
RECQ1 helicase: inhibitors of human RECQ1 DNA helicase | 240,000 compounds, 0.54% hits | Potency, µM (top dose mostly 57.3 µM), for the others: top-dose activity, negative = inhibition, usual class: inhibitors | RECQ1 DNA unwinding, red fluorescence kinetic read | P46063;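 further: plate controls were vehicle for no effect and no enzyme for full effect; nearly all actives have a fitted effect of over 30% in size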
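RECQ1T1 50 nM; forked duplex (20 bp + 30-nt ss tails) 200 nM, ATP 2 mM final; pH 8.0, 2 mM MgCl2, 2.5 ug/ml poly(dI-dC); 15 min compound preincubation; discontinuous kinetic read over 2 h at RT.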
TexasRed fluor: counter-screen for TRb-SRC2 inhibitors: fluorescence interference. 280,000 compounds, 0.29% hits. AID 1479. TRb/SRC2 Texas Red total fluorescence interference. Potency, µM (series often up to 106 µM), for inactives: at the top dose fluorescence change, negative = quenching; active means well fitted curve in either direction with a large enough effect; inconclusive means small, poorly fitted or top-dose-only effect
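Human TRb ligand-binding domain at 0.6 uM with 20 nM Texas Red SRC2 peptide in Tris buffer containing 1 uM T3 and 5% DMSO, incubated with compound 5 h at ambient temperature. Total fluorescence (555/632 nm) calculated as parallel + 2 × perpendicular.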
GoLoco inh red: inhibitors of human Gai1-RGS12 GoLoco interaction (red fluorophore). Gai1:RGS12 GoLoco peptide FP, rhodamine, 10 min. Potency, µM (top dose mostly 61.6 µM), for inactives: at the highest dose activity, negative = inhibition, most hits filed as inhibitors. 230,000 compounds, 0.44% hits. AID 880; active means well fitted inhibition curve with a large enough effect, not every such curve was filed as active; inactive means no such curve, though single readings can be large or run the other way; further: nearly all actives have a fitted effect of over 30% in size; many of its hits are not listed in these tables
TRb SRC2 PPI: TRbeta-SRC2 interaction inhibition | P10828 | TRbeta-SRC2 peptide binding, fluorescence polarization; receptor liganded with 1 µM T3 | Potency, µM (top dose mostly 106 µM), inactives show at the top dose activity change, negative = inhibition, hits mostly inhibitors | 280,000 compounds, 0.065% hits | AID 1469;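 further: plate controls were bound peptide for no effect and peptide without receptor for full effect; nearly all actives have a fitted effect of over 50% in size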
Target sequence (P10828 whole entry, looked up): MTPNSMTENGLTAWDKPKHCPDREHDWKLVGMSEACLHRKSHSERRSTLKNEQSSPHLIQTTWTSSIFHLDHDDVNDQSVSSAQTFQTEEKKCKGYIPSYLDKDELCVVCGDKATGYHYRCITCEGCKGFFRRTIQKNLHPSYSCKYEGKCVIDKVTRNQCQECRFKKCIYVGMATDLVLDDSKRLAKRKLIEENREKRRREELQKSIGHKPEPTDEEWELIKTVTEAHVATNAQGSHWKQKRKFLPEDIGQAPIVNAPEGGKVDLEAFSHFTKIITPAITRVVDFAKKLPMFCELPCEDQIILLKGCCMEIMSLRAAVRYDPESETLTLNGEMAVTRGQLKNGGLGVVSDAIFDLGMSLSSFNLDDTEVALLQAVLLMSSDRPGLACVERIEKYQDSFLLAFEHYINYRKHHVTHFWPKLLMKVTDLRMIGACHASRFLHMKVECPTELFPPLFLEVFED
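Assay buffer: 20 mM Tris-HCl, 100 mM NaCl, 10% glycerol, 1 mM EDTA, 0.01% NP-40, 1 mM DTT, 1 uM T3, 5% DMSO; TRb LBD 0.6 uM, Texas Red SRC2 20 nM; FP after 5 hr.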
Tau FP inhib: inhibitors of human tau fibril formation; AID 1468; K18 P301L tau heparin fibrillization, Alexa594 FP, 6 h; Potency, µM (top dose mostly 57.7 µM), without a hit: at the top dose activity, negative = inhibition, hits mostly inhibitors; 280,000 compounds, 0.39% hits; further: nearly all actives have a fitted effect of over 55% in size
Target sequence (P10636 561-689 P618L limits assumed): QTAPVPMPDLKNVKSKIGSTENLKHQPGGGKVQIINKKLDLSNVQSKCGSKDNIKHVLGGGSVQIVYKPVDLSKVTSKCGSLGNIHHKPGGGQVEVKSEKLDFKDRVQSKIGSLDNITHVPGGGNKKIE
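Compound effects on tau fibrillization are measured by Alexa 594 fluorescence polarization (ex 555, em 632 nm). K18 P301L tau is used at 15 uM with 0.24 uM labeled tracer, and 20 uM heparin induces aggregation over 6 hr at 37 C.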
Tau ThT inhib: inhibitors of human tau fibril formation, thioflavin T binding. P10636. recombinant tau K18 P301L, heparin-induced fibrillization, ThT fluorescence. Potency, µM (highest dose often 57.4 µM), without a hit: at the top dose activity, negative = inhibition, most hits filed as inhibitors. 270,000 compounds, 2.1% hits. AID 1460; further: nearly all actives have a fitted effect of over 55% in size
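Using a mix of unlabeled (15 uM) and Alexa 594-labeled (0.24 uM) tau K18 P301L, heparin-triggered fibrillization over 6 hr at 37 C was scored by ThT fluorescence.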
* hit, by the source's call; i = inactive; u = inconclusive; x = no result given; [ ] = remark or other dose. Unless noted, the call rests on the fitted dose curve; in most records, active means well fitted curve in the direction sought with a large enough effect; inconclusive means small, poorly fitted or top-dose-only effect, or another doubt; inactive means no such curve, though single readings can be large; an effect the other way counts as inactive or inconclusive. Unless noted, on the % scale 0 is the no-effect control and ±100 the full control effect; potency means the concentration at half of the fitted maximal effect. A portion of the library (hit frequency here may not be typical).

molecule	L3MBTL1 block	KDM4E inh	RECQ1 helicase	TexasRed fluor	GoLoco inh red	TRb SRC2 PPI	Tau FP inhib	Tau ThT inhib
S=C(Nc1ccccc1Cl)N1CCCC1	-4%	-9%	13%	-1%	12%	-5%	14%	2%
O=C(NCc1ccncc1)c1nnc(Cc2c(F)cccc2Cl)o1	-4%	3%	-2%	-1%	-9%	-4%	-5%	-8%
O=C(CCSCCc1ccncc1)NCCCN1CCOCC1	-3%	0%	i	-5%	12%	-6%	1%	-14%
Cc1cccc(N2CC(c3nc4ccccc4n3CCC3CCCCC3)CC2=O)c1 (stereo unspecified)	x	x	x	0%	x	1%	0%	-8%
CC(=O)Nc1ccc2c(c1)nc(CCN1CCOCC1)n2C	6%	u	-1%	3%	3%	-6%	-4%	-7%
CCc1nc2scc(-c3cccs3)c2c(=O)o1	-25%	15%	10%	0%	4%	-18%	u	u
O=C(C1CCCN(S(=O)(=O)c2cccc3nonc23)C1)N1CCN(c2cccc(C(F)(F)F)c2)CC1 (stereo unspecified)	x	x	x	1%	x	5%	u	-17%
Cc1ccc(-n2cnc3cc(C(=O)NCc4ccccc4Cl)ccc32)c(C)c1	x	x	x	-4%	x	13%	-1%	-7%
CC1(C)CC(=O)c2ccc(OCc3ccc([N+](=O)[O-])cc3)cc2O1	-17%	-2%	-16%	-2%	-8%	-11%	18%	u
COc1cc(CNc2ccc3[nH]c(=O)[nH]c3c2)cc(Br)c1OCC(=O)NC(C)(C)C	x	-10%	-1%	-9%	-2%	-3%	8%	u

Additional compounds:
molecule	L3MBTL1 block	KDM4E inh	RECQ1 helicase	TexasRed fluor	GoLoco inh red	TRb SRC2 PPI	Tau FP inhib	Tau ThT inhib
Cc1c(C(=O)O)oc2ccc(S(=O)(=O)NCc3ccc4c(c3)OCO4)cc12	3%	5%	u	-4%	10%	-6%	-2%	6%
O=C(CN1C(=O)c2ccccc2C1=O)Nc1ccccc1C(=O)N1CCCC1	-5%	12%	-3%	-1%	6%	-6%	0%	-9%
Cc1cc(C)nc(N(C#N)Cc2ccc(Cl)cc2)n1	18%	11%	i	0%[53 µM]	12%	1%[53 µM]	-10%	-5%
Cc1nn(C)cc1CNCc1c(C(=O)N2CCCCC2)nc2c(C)cccn12	-1%	1%	4%	1%	7%	-9%	-1%	-2%
O=C(c1cccs1)n1nc(-c2ccccc2)nc1NCc1ccco1	5%	u	-10%	-2%	11%	-11%	u	-7%
O=C(CN1CCN(S(=O)(=O)c2ccc(Cl)cc2)CC1)Nc1ccc2c(c1)OCCO2	-4%	-1%	-4%	-3%	4%	-10%	6%	-5%
CC(=O)C1=C(O)C(=O)N(CCCCCC(=O)O)C1c1ccc(N(C)C)cc1 (stereo unspecified)	x	-4%	i	-4%	-6%	-4%	-4%	-8%
O=C(O)c1ccccc1-c1oc2cc(O)ccc2c(=O)c1Oc1ccccc1	x	u	0%	0%	-23%	3%	-3%	-10%
CC(C)c1[nH]nc2c1C(C1C=CCCC1)C(C#N)=C(N)O2 (stereo unspecified)	-8%	2%	-9%	1%	5%	-5%	4%	-17%
CCOC(=O)N1CCN(c2c(N3CCN(c4cccc(C)c4C)CC3)c(=O)c2=O)CC1	x	-1%	-9%	0%	2%	1%	-4%	-14%

Nothing new here: 16 of the compounds above.
molecule	L3MBTL1 block	KDM4E inh	RECQ1 helicase	TexasRed fluor	GoLoco inh red	TRb SRC2 PPI	Tau FP inhib	Tau ThT inhib
Cc1cccc(N2CC(c3nc4ccccc4n3CCC3CCCCC3)CC2=O)c1 (stereo unspecified)	x	x	x	0%	x	1%	0%	-8%
CC(=O)Nc1ccc2c(c1)nc(CCN1CCOCC1)n2C	6%	u	-1%	3%	3%	-6%	-4%	-7%
CCc1nc2scc(-c3cccs3)c2c(=O)o1	-25%	15%	10%	0%	4%	-18%	u	u
O=C(C1CCCN(S(=O)(=O)c2cccc3nonc23)C1)N1CCN(c2cccc(C(F)(F)F)c2)CC1 (stereo unspecified)	x	x	x	1%	x	5%	u	-17%
Cc1ccc(-n2cnc3cc(C(=O)NCc4ccccc4Cl)ccc32)c(C)c1	x	x	x	-4%	x	13%	-1%	-7%
CC1(C)CC(=O)c2ccc(OCc3ccc([N+](=O)[O-])cc3)cc2O1	-17%	-2%	-16%	-2%	-8%	-11%	18%	u
COc1cc(CNc2ccc3[nH]c(=O)[nH]c3c2)cc(Br)c1OCC(=O)NC(C)(C)C	x	-10%	-1%	-9%	-2%	-3%	8%	u
Cc1c(C(=O)O)oc2ccc(S(=O)(=O)NCc3ccc4c(c3)OCO4)cc12	3%	5%	u	-4%	10%	-6%	-2%	6%
O=C(CN1C(=O)c2ccccc2C1=O)Nc1ccccc1C(=O)N1CCCC1	-5%	12%	-3%	-1%	6%	-6%	0%	-9%
Cc1cc(C)nc(N(C#N)Cc2ccc(Cl)cc2)n1	18%	11%	i	0%[53 µM]	12%	1%[53 µM]	-10%	-5%
Cc1nn(C)cc1CNCc1c(C(=O)N2CCCCC2)nc2c(C)cccn12	-1%	1%	4%	1%	7%	-9%	-1%	-2%
O=C(c1cccs1)n1nc(-c2ccccc2)nc1NCc1ccco1	5%	u	-10%	-2%	11%	-11%	u	-7%
O=C(CN1CCN(S(=O)(=O)c2ccc(Cl)cc2)CC1)Nc1ccc2c(c1)OCCO2	-4%	-1%	-4%	-3%	4%	-10%	6%	-5%
CC(=O)C1=C(O)C(=O)N(CCCCCC(=O)O)C1c1ccc(N(C)C)cc1 (stereo unspecified)	x	-4%	i	-4%	-6%	-4%	-4%	-8%
O=C(O)c1ccccc1-c1oc2cc(O)ccc2c(=O)c1Oc1ccccc1	x	u	0%	0%	-23%	3%	-3%	-10%
CC(C)c1[nH]nc2c1C(C1C=CCCC1)C(C#N)=C(N)O2 (stereo unspecified)	-8%	2%	-9%	1%	5%	-5%	4%	-17%

(list continues)
molecule	L3MBTL1 block	KDM4E inh	RECQ1 helicase	TexasRed fluor	GoLoco inh red	TRb SRC2 PPI	Tau FP inhib	Tau ThT inhib
O=c1[nH]nc(Cc2ccc(-c3ccc(Cl)cc3)o2)c2ccccc12	u	u	-12%	-3%	-8%	-7%	-19%	-11%
O=C1OC(=O)c2c(Cl)c(Cl)c(Cl)c(Cl)c21	x	x	-1%	-2%[201 µM]	11%	-7%[201 µM]	x	x
CCN(CC)C(=O)C(=O)N/N=C/c1ccc(Br)cc1	0%	-13%	-15%	-2%	-11%	2%	2%	-9%
CCN(CC)c1ccc(/C=N/Nc2ccccc2)c(O)c1	-9%	16µM*	16%	10%	-2%	-21%	u	25µM*
CCc1nnc(NC(=O)C(=O)NCCOC(=O)c2ccccc2Cl)s1	31%[activator]	-6%	-2%	-4%	-10%	-5%	-4%	u
COc1ccc(Cn2c(NCC(C)C)nc3c2c(=O)n(C)c(=O)n3C)cc1	x	x	x	0%	x	0%	8%	u
Cc1c(NC(=O)Cc2noc3ccccc23)cccc1[N+](=O)[O-]	x	6%	i	-1%	1%	1%	-13%	-3%
Cc1ccc(-c2nnc(SCC(=O)Nc3ccccc3F)o2)cc1	2%	3%	-8%	2%	10%	-5%	-3%	-16%
CN(c1ccccc1)S(=O)(=O)c1ccc(Cl)nc1	11%	-5%	-7%	-5%	2%	-4%	-14%	-1%
O=C(Nc1cccc([N+](=O)[O-])c1)c1ccc2nc(N3C(=O)CCC3=O)sc2c1	-2%	-6%	i	-7%	-2%	-1%	2%	u

New compounds follow
molecule	L3MBTL1 block	KDM4E inh	RECQ1 helicase	TexasRed fluor	GoLoco inh red	TRb SRC2 PPI	Tau FP inhib	Tau ThT inhib
COCCCNC(=O)C1CCCN(c2ncnc3onc(C)c23)C1 (stereo unspecified)	x	x	x	-7%	x	9%	-19%	-3%
CC1C/C(=N/Nc2nc3ccccc3[nH]2)CC(C)(C)C1 (stereo unspecified)	-12%	-17%	-1%	-7%	8%	4%	-6%	u
O=C(O)CC/C(=C\c1ccc(N2CCCC2)c([N+](=O)[O-])c1)c1nc2ccccc2s1	-26%	8%	u	-3%	10%	9%	-12%	4.5µM*
Nc1nc(=S)c2[nH]cnc2[nH]1	-7%	-28%	17%	-1%	-67%	2%	-3%	-3%
Cn1c(=O)c2cc(S(=O)(=O)N3CCC(c4ccccc4)CC3)ccc2n(C)c1=O	x	-2%	i	7%	-12%	5%	-1%	-13%
O=[N+]([O-])c1ccccc1Nc1c2ccccc2nc2ccccc12	-18%	13%	i	-1%	7%	1%	5%	-1%
COc1ccc(C2=NC(=O)/C(=C\c3cc(OC)c(OC)c(OC)c3)O2)cc1	-5%	3%	-3%	7%	-6%	-8%	-3%	0%
COc1ccccc1CCc1nnc(CCC(=O)N(C)Cc2cccc3ncccc23)o1	9%	3%	4%	2%	11%	-2%	7%	-8%
CC1(C)CC(=O)C2=C(C1)NC1=C(C(=O)c3ccccc31)C2c1cc([N+](=O)[O-])ccc1O (stereo unspecified)	-3%	-8%	-18%	-5%	7%	-1%	7%	14µM*
O=C(c1cccc2ccccc12)C1CCCN(C(=O)c2ccc(N3CCOCC3)cc2)C1 (stereo unspecified)	-8%	-15%	-7%	-1%	-3%	-3%	5%	u

(next part)
molecule	L3MBTL1 block	KDM4E inh	RECQ1 helicase	TexasRed fluor	GoLoco inh red	TRb SRC2 PPI	Tau FP inhib	Tau ThT inhib
O=C(NCC(c1cccs1)S(=O)(=O)c1cccs1)c1ccccc1F (stereo unspecified)	x	x	x	-2%	x	-7%	-3%	1%
Cc1ccc2c(c1)c1c(n2CC(O)CNC2CCCC2)CCCC1 (stereo unspecified)	x	u	8%	-1%	-4%	4%	8%	x
CCOC(=O)c1nnn2c1nc(N1CCN(c3ccccc3)CC1)c1ccccc12	2%	-12%	i	2%	0%	4%	u	u
COc1ccc(N(CC(=O)NC2CCCCC2)S(=O)(=O)c2cccnc2)cc1	2%	2%	-6%	3%	8%	7%	0%	-1%
